Compound activity deposited in PubChem BioAssay by several laboratories.
Rab7 wt modul: modulators of GTP binding to dog Rab7 wildtype GTPase; GST-Rab7 beads, fluorescent GTP binding, flow cytometry; actives lie on both sides; untreated = 100%, excess cold GTP = 0%; GTP binding activity (percent of control), % at 10 µM; 190,000 tested, 0.055% active;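 active = fluorescent GTP binding to Rab7 beads changed by at least 20 points from the 100% baseline, either direction, mostly lower; inconclusive = compound itself probably fluorescent, or too few beads counted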;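 also: median green fluorescence of bound Bodipy-FL-GTP per Rab7 bead population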
Avidin bead fluor: avidin bead compound fluorescence profile | Avidin beads, compound fluorescence 488/530 nm, flow cytometry; active compounds read high | fluorescence (KMESF) at 10 µM | 220,000 tested, 0.38% active; in the data active = fluorescence above about 47; also: inactives centre near 10
Mcl1 Bid PPI: disrupts binding of human Mcl-1 to Bid peptide; 220,000 tested, 0.97% active; TR-FRET Mcl-1/Bid-Dy647 peptide binding, 1536-well; inhibition, % at 21.7 µM; Q07820;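 active = compounds that cut the binding signal by more than half at the single screening dose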;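 also: His-tagged Mcl-1 with europium anti-His antibody binding Bid BH3 peptide; 0% = Mcl-1 plus peptide wells and 100% = peptide-only wells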
Target sequence (Q07820 whole entry, looked up): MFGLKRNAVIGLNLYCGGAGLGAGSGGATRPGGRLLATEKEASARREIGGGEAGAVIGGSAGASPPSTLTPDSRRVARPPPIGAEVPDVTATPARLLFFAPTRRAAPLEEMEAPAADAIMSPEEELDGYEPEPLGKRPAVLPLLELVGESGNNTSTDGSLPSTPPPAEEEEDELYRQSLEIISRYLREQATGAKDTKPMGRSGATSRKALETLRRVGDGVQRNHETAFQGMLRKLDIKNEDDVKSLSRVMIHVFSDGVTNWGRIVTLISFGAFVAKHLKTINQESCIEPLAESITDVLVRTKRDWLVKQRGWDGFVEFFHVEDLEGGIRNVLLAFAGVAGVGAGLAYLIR
Rac1 wt modul: modulators of human Rac1 wildtype GTP binding | GST-Rac1 beads, fluorescent GTP binding, flow cytometry; actives lie on both sides; 0 = cold GTP competed, 100 = untreated | P63000 | GTP binding activity (% of control), % at 10 µM | 190,000 tested, 0.27% active | AID 757;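 active = GTP binding activity at least 20 points away from the 100% control level, either lower or higher; inconclusive = compound flagged as likely green fluorescent, judged across all proteins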
Cdc42 wt: human Cdc42 wildtype GTP binding change, either direction; P60953; GST-Cdc42 beads, Bodipy-GTP binding, flow cytometry; actives lie on both sides; percent activity (GTP binding), % at 10 µM; 190,000 tested, 0.2% active;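 active = percent activity GTP binding at least 20 points away from the 100% baseline, either down as inhibitor or up as activator; inconclusive = compound flagged as likely green fluorescent from well-wide comparison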;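 also: median bead fluorescence of bound Bodipy-FL-GTP at 100 nM; 0% = excess unlabeled GTP control and 100% = no compound control; below 100% means less GTP binding so inhibitor and above means activator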
Target sequence (P60953 whole entry, looked up): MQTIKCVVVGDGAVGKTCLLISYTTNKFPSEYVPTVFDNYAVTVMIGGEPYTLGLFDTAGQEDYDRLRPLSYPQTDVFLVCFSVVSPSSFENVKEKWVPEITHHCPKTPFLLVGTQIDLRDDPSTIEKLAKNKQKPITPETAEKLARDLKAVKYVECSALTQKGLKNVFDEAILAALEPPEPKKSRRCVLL
Mcl1-Noxa inh: disrupts binding of human Mcl-1 to Noxa peptide; inhibition, % at 21.7 µM; Q07820; TR-FRET Mcl-1/Noxa peptide binding, 2 h; 220,000 tested, 1.5% active;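 active = compounds that cut the protein-peptide binding signal by more than 50% relative to plate controls in a single-dose test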;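 also: His-tagged Mcl-1 with rhodamine Noxa BH3 peptide and terbium anti-His antibody; 0% = Mcl-1 plus Noxa peptide wells and 100% = peptide-only wells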
HRas wt GTP: modulators of GTP binding to human HRas wildtype | GTP binding activity, % at 10 µM | GST-Ras wt beads, Bodipy-FL-GTP binding, flow cytometry; actives lie on both sides | P01112 | 190,000 tested, 0.14% active;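 active = GTP binding activity at least 20% away from the 100% baseline, either lowered as inhibitor or raised as activator; inconclusive = flagged as likely green fluorescent, judged across all proteins in the well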;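 also: 0% = unlabeled GTP competition control and 100% = no-compound control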
Target sequence (P01112 whole entry, looked up): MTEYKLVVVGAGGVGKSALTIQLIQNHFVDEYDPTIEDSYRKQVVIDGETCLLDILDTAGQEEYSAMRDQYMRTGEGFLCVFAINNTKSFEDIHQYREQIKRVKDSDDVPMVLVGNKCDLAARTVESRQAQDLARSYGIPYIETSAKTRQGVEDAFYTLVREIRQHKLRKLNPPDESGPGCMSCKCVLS
Bim-Mcl-1: disrupts Bim peptide binding to human Mcl-1; Bead-based flow cytometry, Bim peptide-Mcl-1 binding; 190,000 tested, 0.1% active; inhibition, % at 10 µM; Q07820; AID 1009; in the data active = inhibition above about 40%;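 also: 0% = no compound tracer wells and 100% = peptide blocker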
Rac1 mut GTP: alters GTP binding to activated mutant human Rac1. GST-Rac1 activated beads, fluorescent GTP binding, flow cytometry; actives lie on both sides; 100% means binding = to untreated wells. percent activity (GTP binding), % at 10 µM. 190,000 tested, 0.11% active. P63000;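 active = GTP binding at least 20 percentage points away from the 100% baseline, in either direction, so actives lie on both sides; inconclusive = Compound likely fluorescent itself, or too few beads counted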
Pf gamet viab: kills late stage P. falciparum gametocytes. P. falciparum stage V gametocytes, ATP luminescence, 24 h. inhibition, % at 10.9 µM. 150,000 tested, 0.065% active. AID 743093;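 active = inhibition above the mean plus 3 SD of compounds within the control limits, set per campaign, cut at about 38% in these data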;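 also: 0% = DMSO wells and 100% = medium only without gametocytes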
Rab2A wt mod: changes GTP binding to wildtype dog Rab2A, up or down; P61105; GTP binding activity, % at 10 µM; 190,000 tested, 0.19% active; GST-Rab2 wt beads, Bodipy-GTP binding, flow cytometry;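 active = GTP binding activity at least 20 points away from 100%, either lowered or raised; inconclusive = signal likely due to the compound's own green fluorescence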;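 also: 0% = beads with excess unlabeled GTP and 100% = no-compound control corrected for plate trend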
* hit, by the source's call; ? = inconclusive; · = not tested or not shown.

compound,Rab7 wt modul,Avidin bead fluor,Mcl1 Bid PPI,Rac1 wt modul,Cdc42 wt,Mcl1-Noxa inh,HRas wt GTP,Bim-Mcl-1,Rac1 mut GTP,Pf gamet viab,Rab2A wt mod
COc1cc(/C=N\NC(=O)c2ccc(Cn3nc([N+](=O)[O-])c(Cl)c3C)o2)ccc1O,?,11,-48,?,?,17,?,19,?,3,?
COc1ccc(NC(=O)C(c2cc3c(cc2[N+](=O)[O-])OCO3)N2CCN(C=O)CC2)cc1 (centres undefined),100,4,11,100,98,24,99,-1,99,8,97
Cc1noc(C)c1COC(=O)c1ccc(F)c(S(=O)(=O)N2CCCCC2)c1,98,9,-5,101,96,1,96,-1,97,11,98
O=[n+]1c2c(n([O-])c3c1CCCC3)CCCC2,99,38,-5,97,99,-14,98,-1,96,-1,97
COC(=O)c1ccc(Oc2nc(N(C)C)nc(N3CCOCC3)n2)cc1,96,18,-11,96,99,6,100,-3,96,·,96
Cc1ccc(N(C(=O)c2sc(C)nc2C)C(C(=O)NCc2ccco2)c2ccccc2)cc1 (centres undefined),94,14,0,93,95,10,97,-1,94,5,95
O=C(CSCc1ccccc1)N1CCN(C(=O)c2ccco2)CC1,99,34,-7,100,96,4,99,0,101,·,98
Cc1nnc(SC(C)C(=O)Nc2c(C)n(C)n(-c3ccccc3)c2=O)n1N (centres undefined),96,8,-39,96,97,6,97,-3,96,·,97
COc1ccc(-n2nnnc2-c2cccc(OC)c2)cc1,100,·,-21,99,97,3,97,-5,96,·,97
CN(CC(=O)Nc1ccc(S(=O)(=O)N(C)C)cc1)Cc1ccc(C(F)(F)F)cc1,98,11,-11,94,96,-6,96,-1,96,6,98
CCCn1c(O)c(N=NC(=O)c2ccco2)c2ccccc21,98,10,0,100,96,8,100,1,98,21,99
NS(=O)(=O)c1ccc(CCNC(=O)c2ccco2)cc1,101,17,-16,95,90,-16,94,0,93,-22,93
Cc1ccc(N=Nc2ccc(O)c(/C=N\NC(=O)c3ccc(N)cc3)c2)cc1C,104,2,-23,100,97,86*,98,-1,99,12,98
COc1ccc(NC(=O)C2CCC(CNS(=O)(=O)c3cccs3)CC2)cc1OC (centres undefined),94,9,-3,104,97,1,95,6,96,-17,102
COc1ccc(S(=O)(=O)n2cnc(C)c2)cc1,106,10,-10,105,98,10,105,0,98,·,101
CCC(CC)NC(=O)/C=C/c1cccc([N+](=O)[O-])c1,98,14,-11,100,99,14,100,-1,99,3,97
CC(C)n1nnnc1SCC(=O)NCc1ccc2c(c1)OCO2,99,12,2,101,101,-4,100,2,99,·,100
CCN(CC)c1ccc(/C=C(\C#N)C(=O)NCc2ccco2)cc1,96,12,-15,99,100,16,95,20,95,-13,95
CCOC(=O)C(=O)/C(=C\N(C)C)c1onc(-c2ccccc2Cl)c1C(=O)OC,95,12,13,96,97,2,97,0,93,2,95
Cc1cc(C)cc(NCC(=O)Nc2c(C)cccc2C)c1,100,8,-48,103,101,7,101,1,99,22,99
CSc1cccc(NS(=O)(=O)c2ccc3c(c2)oc(=O)n3C)c1,98,5,-22,103,100,-15,98,-1,102,·,99
CC1(C)CC(=O)C(C2C3=C(CC(C)(C)CC3=O)Oc3ccc4ccccc4c32)C(=O)C1 (centres undefined),98,10,-27,97,95,15,97,4,95,6,97
Cc1ccc2cc(C)c(N3CCC(C)CC3)nc2c1,101,7,5,101,97,14,99,-3,97,13,97
CS/C(=N/S(=O)(=O)c1ccc(C)cc1)c1ccccc1,99,8,-28,102,104,-7,98,1,100,·,100
CCOc1ccc(N)cc1OC,98,10,-45,101,99,9,99,-1,98,7,96

The listing continues.
compound,Rab7 wt modul,Avidin bead fluor,Mcl1 Bid PPI,Rac1 wt modul,Cdc42 wt,Mcl1-Noxa inh,HRas wt GTP,Bim-Mcl-1,Rac1 mut GTP,Pf gamet viab,Rab2A wt mod
Cc1onc(C(=O)N2CCN(C(c3ccccc3)c3ccccc3)CC2)c1[N+](=O)[O-],98,6,1,102,101,4,99,2,100,·,99
O=C(O)c1cc(=O)[nH]c2c(Cl)cccc12,106,13,-4,99,99,15,102,-8,98,-5,102
CN(C)c1ccc(-c2noc(-c3ccccc3O)n2)cc1,104,8,-10,108,102,1,102,0,103,·,105
O=C(Oc1ccccc1C(=O)N1CCOCC1)c1cccc(Br)c1,99,10,-17,103,100,-1,100,2,100,15,101
CC1CCCN(c2oc(-c3cccc4ccccc34)nc2C#N)C1 (centres undefined),102,37,-17,111,104,-5,101,2,99,13,102
CC(=O)C1=C(C)NC(SCC(=O)c2ccc(Cl)cc2)=C(C#N)C1CC(C)C (centres undefined),97,7,-57,105,101,11,101,-2,99,-19,98
CC1(C)N=C(c2ccccn2)C(C)(C)N1O,103,7,-12,102,101,17,102,1,99,·,102
CCN1CCN(CCCNC(=O)c2cc3cc4ccc(OC)cc4nc3o2)CC1,102,11,·,103,102,·,103,0,99,·,102
Cn1c(N)c(S(=O)(=O)NCc2ccccc2Cl)c(=O)n(C)c1=O,104,19,1,104,102,18,101,-1,98,-8,104
Cc1ccc([N+](=O)[O-])cc1Nc1nc(N2CCOCC2)nc(N2CCOCC2)n1,99,15,-10,104,105,5,100,-2,99,19,99
CC(Sc1n[nH]c(=O)[nH]c1=O)C(=O)OCc1ccccc1 (centres undefined),100,13,-14,105,105,17,101,-4,98,·,101
C[N+](C)(C)CCCN1C(=O)CCCC1=O,97,33,-27,99,98,4,97,-4,94,-22,95
COCCCNC(=O)c1c(NC(=O)C2COc3ccccc3O2)sc2c1CCCC2 (centres undefined),99,1,-17,102,98,-25,97,-1,98,·,100
Cc1ccc(S(=O)(=O)NCc2csc(C)n2)c(C)c1,99,32,-1,103,100,3,100,2,98,·,99
O=C(NCC1CCCCC1)c1cc([N+](=O)[O-])ccc1N1CCOCC1,94,9,-20,98,98,15,96,-8,97,15,98
O=c1c([N+](=O)[O-])c(NC2CCCCC2)c2ccccc2n1-c1ccccc1,101,8,-3,102,101,2,101,-6,98,·,99
Cc1ccc(Sc2ncnc3onc(C)c23)cc1,101,20,-18,106,102,-6,100,-6,104,-11,100
COc1ccc(S(=O)(=O)N2CCN(C(=O)c3cnc(C)cn3)CC2)cc1,100,11,-26,114,102,-6,102,0,98,·,101
CCN(CC)S(=O)(=O)c1cccc(C(=O)N[C@H](C(=O)OCC(=O)NC(=O)NC)C(C)C)c1,102,10,-27,104,107,5,105,-1,101,·,107
COc1ccc(-c2nc3ccccc3c(=O)n2CCN2CCOCC2)cc1,100,15,-10,96,99,12,101,3,95,·,99
Cc1cc(C(F)(F)F)nn1CC(=O)NCC1CCCO1 (centres undefined),99,8,-20,114,104,7,102,3,104,12,101
CCOC(=O)C1=NOC(Cn2cc(C(C)=O)c(=O)[nH]c2=O)C1 (centres undefined),97,11,-16,94,94,8,94,1,92,-12,98
CCOc1ccc(-c2cnc3n2CCC3)cc1,95,9,18,93,95,·,96,-1,94,-9,94
O=C(O)c1cc(S(=O)(=O)Nc2ccccc2C(=O)O)ccc1O,98,8,16,98,99,15,98,4,96,17,96
O=C(Nc1ccn(Cc2ccccc2F)n1)c1ccc(COc2cccc(Br)c2)cc1,102,12,1,104,102,-17,101,-1,97,2,101

Remaining list, next part
compound,Rab7 wt modul,Avidin bead fluor,Mcl1 Bid PPI,Rac1 wt modul,Cdc42 wt,Mcl1-Noxa inh,HRas wt GTP,Bim-Mcl-1,Rac1 mut GTP,Pf gamet viab,Rab2A wt mod
Cc1ccc(Nc2nnns2)cc1C,95,14,-17,96,100,12,99,-5,96,17,99
S=C(NCc1cccnc1)Nc1ccc(Oc2ccccc2)cc1,101,5,-22,97,97,-9,97,-19,97,7,99
COc1cc(NS(=O)(=O)c2ccc(NC(=O)NC3CCCCC3)cc2)nc(OC)n1,97,19,-1,100,98,1,99,-4,98,·,101
COc1ccc(CNS(=O)(=O)NCc2ccccc2)cc1OC,98,12,-24,101,98,5,97,0,97,11,97
CCOC(=O)CNNC(=O)Nc1ccc(Cl)c(Cl)c1,100,6,-2,102,101,6,100,-1,100,·,99
Cc1ccccc1-c1nc(CN2CCC(C(=O)NCc3cccnc3)CC2)c(C)o1,98,11,-29,102,100,-4,100,-3,99,-9,99
CC1(C)OC(=O)C(=CNC(Cc2c[nH]c3ccccc23)C(=O)O)C(=O)O1 (centres undefined),103,19,-19,106,102,10,101,-3,100,·,103
CN(C)CC(C)(C)CNC(=S)NCc1ccc2c(c1)OCO2,100,8,-4,106,104,13,103,-6,100,1,102
CCn1c(COc2ccc3c(c2)OCO3)nnc1SCC(=O)c1ccc(Cl)cc1,99,21,3,101,98,-9,98,1,96,·,97
O=C(c1cccc(S(=O)(=O)N2CCOCC2)c1)N1CCN(S(=O)(=O)c2cccs2)CC1,94,11,-10,96,95,-9,96,0,96,3,97
COc1ccc(C(=O)Nn2c(SCc3cccc([N+](=O)[O-])c3)nc3ccccc3c2=O)cc1,98,7,-6,104,101,-9,101,-3,100,·,97
CCOC(=O)CN(c1ccccc1)S(=O)(=O)c1ccc(F)cc1,101,11,0,101,101,-17,98,0,99,-21,98
COc1ccc(Cl)cc1N(CC(=O)N1CCC(C)CC1)S(C)(=O)=O,103,10,-20,106,101,10,100,-5,101,10,99
CCN(CC)CCn1c(NCc2ccco2)nc2ccccc21,103,35,37,108,105,33,104,-5,102,·,102
CCN(CC)C(=O)CSc1nnc(-c2cccnc2)n1Cc1ccccc1,91,24,-4,100,98,19,98,-1,99,8,99
Clc1ccc(CSc2ccc(-c3ccco3)nn2)cc1,108,16,-10,104,102,4,100,-1,98,·,104
O=C1CCC(CCC(=O)N2CCCC(C(=O)c3ccc4c5c(cccc35)CC4)C2)=NN1 (centres undefined),102,2,-3,93,91,5,95,-5,94,-1,98
Cc1c(C(=O)NCc2ccccc2)oc2c1C(=O)CCC2,95,6,-13,104,102,25,101,-1,99,·,100
CCn1c(=O)cc(SCC(=O)Nc2ccc(Cl)cc2)c2ccccc21,97,5,12,98,98,-49,98,1,97,-8,98
CCOc1cc2[nH]c(=S)n(CCCOC)c(=O)c2cc1OCC,99,14,-25,102,103,6,99,-5,101,6,101
FC(F)Oc1ccc(NC(=S)NNc2ccnc3cc(Cl)ccc23)cc1,105,10,-29,101,104,26,99,-1,97,-17,102
O=C1CC(c2ccccc2)CN1C(=O)c1cccc([N+](=O)[O-])c1 (centres undefined),98,2,-14,104,103,2,104,-3,102,·,103
Cc1sc2ncn(CC(=O)Nc3ccccc3F)c(=O)c2c1-c1ccccc1,102,24,-8,97,96,0,99,0,96,1,99
